Screening results from PubChem BioAssay.
Hsp90 Hop PPI = qHTS Assay for Disrupters of an Hsp90 Co-Chaperone Interaction. Hsp90 C-terminal peptide / TPR2A (Hop) interaction, human. AlphaScreen TPR2A-His6 binding biotin-Hsp90 C-terminal peptide. Potency, µM (titrated, usually from 57 µM), without a hit: at the top dose activity change, negative = inhibition. hit rate 0.44% among 71,000. AID 595, 2007; active = well fitted curve in either direction with a large enough effect; inconclusive = small, poorly fitted or top-dose-only effect, or another doubt; note: potency is the fitted concentration of half-maximal effect; % is set by controls: 0 for no effect and ±100 for the full control effect; many of its hits are not listed in these tables
DNA Pol III inh = qHTS Assay for Inhibitors of DNA Polymerase III Holoenzyme System; reconstituted DNA polymerase III holoenzyme replication, biochemical; Potency, µM (top dose mostly 57.1 µM), inactives show at the highest dose activity change, negative = inhibition; hit rate 0.25% among 71,000; AID 603, 2007; note: potency is the fitted concentration of half-maximal effect; % is set by controls: 0 for no effect and ±100 for the full control effect
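Reconstituted *E. coli* holoenzyme (0.35 nM Pol III, 1 nM beta, 154 nM SSB, 2 nM primase) was preincubated with compound for 15 min at RT. Synthesis on 1.4 nM ssM13Gori ran 35 min, then was stopped with PicoGreen/EDTA and read as dsDNA fluorescence.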
Luciferase inh = qHTS Assay for Inhibitors of Firefly Luciferase; Luciferin 4-monooxygenase (Photinus pyralis), P08659; purified firefly luciferase, luminescence, 8 min; Potency, µM (highest dose often 57.1 µM), for inactives: top-dose activity change, negative = inhibition, usual class: inhibitors; hit rate 2.2% among 72,000; AID 411, 2009; note: potency is the fitted concentration of half-maximal effect; % is set by controls: 0 for no effect and ±100 for the full control effect; nearly all actives have a fitted effect of over 40% in size
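Compounds were tested as concentration series (qHTS) against purified P. pyralis luciferase with luciferin and 10 uM ATP in 50 mM imidazole pH 7.2, 50 mM KCl, 7 mM MgCl2, 0.01% Tween 20, 0.05% BSA. Luminescence was read after 8 min at ambient temperature.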
HADH2 inhib = qHTS Assay for Inhibitors of HADH2 (Hydroxyacyl-Coenzyme A Dehydrogenase, Type II); 3-hydroxyacyl-CoA dehydrogenase type-2 (Homo sapiens), Q99714; recombinant HADH2, NADH fluorescence, beta-hydroxybutyryl-CoA; Potency, µM (top dose mostly 57.1 µM), inactives show at the highest dose activity change, negative = inhibition, most hits filed as inhibitors; hit rate 3.4% among 73,000; AID 886, 2007; note: potency is the fitted concentration of half-maximal effect; % is set by controls: 0 for no effect and ±100 for the full control effect; nearly all actives have a fitted effect of over 60% in size; many of its hits are not listed in these tables
Target sequence (Q99714 whole entry, looked up, one chain of several): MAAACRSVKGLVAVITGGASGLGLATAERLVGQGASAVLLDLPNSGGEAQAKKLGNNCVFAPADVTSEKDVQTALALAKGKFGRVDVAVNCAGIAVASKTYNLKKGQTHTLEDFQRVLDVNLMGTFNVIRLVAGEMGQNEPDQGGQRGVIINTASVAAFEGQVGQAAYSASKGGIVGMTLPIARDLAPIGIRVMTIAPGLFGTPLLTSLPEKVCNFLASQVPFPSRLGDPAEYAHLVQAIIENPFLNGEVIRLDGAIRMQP
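His-tagged recombinant enzyme from E. coli, 20 nM, preincubated 15 min RT with compound; reaction started with 1 mM NAD+ and 90 uM beta-hydroxybutyryl-CoA in 100 mM Tris-HCl pH 9.0. NADH fluorescence (ex 360/em 450) read over 4 min; last-minus-first difference.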
Rhodamine fluor = qHTS Assay for Spectroscopic Profiling in Rhodamine Spectral Region; Rhodamine-region fluorescence, 547/598 nm, Tris buffer; stronger effect = higher value; max dye-equivalent concentration, M; hit rate 0.05% among 59,000; AID 594, 2007; in the data active = max dye-equivalent concentration above about 11 nM; inconclusive = between about 1.1 nM and that limit
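A six-point rhodamine series on each plate calibrates the signal. Compounds sit in 100 mM Tris (pH 8.0) for 15 min at ambient temperature before imaging through 547 nm/598 nm filters.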
CRE Fsk mod = Cell signaling CRE-BLA (Fsk stim); CHO CRE-bla reporter (cAMP response element driving beta-lactamase), forskolin EC10, beta-lactamase ratio; Potency, µM (highest dose often 38.2 µM), inactives show at the highest dose activity change, negative = inhibition, actives largely listed as activators; hit rate 2.5% among 71,000; AID 662, 2007; active = well fitted activation curve with a large enough effect in the signal ratio, with a control signal flat, not every such curve was filed as active; inconclusive = small, poorly fitted or top-dose-only effect, or effect the other way, or a change in a side signal; the % refers to the signal ratio; note: potency is the fitted concentration of half-maximal effect; % of control where 0% means no effect
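Modulation of forskolin-driven signalling is measured in CHO cells carrying a CRE-controlled beta-lactamase reporter. Cells are stimulated with EC10 NKH 477 in the presence of titrated compound for 3 h at 37 °C, then loaded with CCF4 for 2 h at room temperature.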
15-hLO inh = qHTS Assay for Inhibitors of 15-hLO (15-human lipoxygenase) | Polyunsaturated fatty acid lipoxygenase ALOX15 (Homo sapiens), P16050 | purified 15hLO-1, xylenol orange hydroperoxide absorbance | Potency, µM (top dose mostly 57.1 µM), inactives show at the top dose activity change, negative = inhibition, hits mostly inhibitors | hit rate 1.4% among 74,000 | AID 887, 2007; note: potency is the fitted concentration of half-maximal effect; % is set by controls: 0 for no effect and ±100 for the full control effect; nearly all actives have a fitted effect of over 55% in size
Target sequence (P16050 whole entry, looked up): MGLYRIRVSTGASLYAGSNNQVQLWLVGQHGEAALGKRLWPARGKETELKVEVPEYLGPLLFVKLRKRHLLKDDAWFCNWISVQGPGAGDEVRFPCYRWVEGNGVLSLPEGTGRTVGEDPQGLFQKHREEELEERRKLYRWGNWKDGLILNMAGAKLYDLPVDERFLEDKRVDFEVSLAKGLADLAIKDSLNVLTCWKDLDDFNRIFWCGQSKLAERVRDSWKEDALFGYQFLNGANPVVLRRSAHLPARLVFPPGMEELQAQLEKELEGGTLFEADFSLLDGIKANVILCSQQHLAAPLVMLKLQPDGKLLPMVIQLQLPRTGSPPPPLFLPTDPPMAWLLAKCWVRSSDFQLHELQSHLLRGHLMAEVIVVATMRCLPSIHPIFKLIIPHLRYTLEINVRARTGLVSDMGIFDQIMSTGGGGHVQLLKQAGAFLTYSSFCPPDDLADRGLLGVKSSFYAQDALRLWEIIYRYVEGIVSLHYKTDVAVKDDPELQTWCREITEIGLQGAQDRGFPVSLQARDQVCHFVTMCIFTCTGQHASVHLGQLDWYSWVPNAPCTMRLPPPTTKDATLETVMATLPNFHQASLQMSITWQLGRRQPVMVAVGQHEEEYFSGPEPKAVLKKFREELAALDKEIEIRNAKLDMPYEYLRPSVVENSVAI
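Hydroperoxide formed from arachidonic acid (50 uM) by purified human 15hLO-1 (40 nM) oxidizes ferrous iron, and the ferric-xylenol orange complex is read at 573 versus 405 nm. Compounds were preincubated 15 min; reaction ran 6 min at room temperature.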
Tau filament bind = qHTS Assay for Tau Filament Binding; Microtubule-associated protein tau (Homo sapiens), P10636; recombinant tau filaments, thioflavin S fluorescence, 15 h; filaments grown with octadecylsulfate alongside compound; Potency, µM (series often up to 57.1 µM), for the others: top-dose activity change, negative = inhibition; hit rate 2% among 71,000; AID 596, 2007;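 note: potency is the fitted concentration of half-maximal effect; % is set by controls: 0 for no effect and ±100 for the full control effect; actives lower thioflavin S fluorescence by blocking filaments or displacing dye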
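His-tagged recombinant human tau (exons 2, 3, 10; 1 uM final) fibrillized with 30 uM sodium octadecylsulfate, 15 h at 37 C, in pH 7.4 HEPES buffer with 10 uM thioflavine S and 5 mM DTT. Reduced ThS fluorescence (450/510 nm) marks activity.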
HBB splice mod = qHTS Assay for Modulators of Hemoglobin Beta Chain Splicing; hit rate 0.06% among 65,000; AID 925, 2007; HBB splicing reporter cell assay, activation; EGFP reporter with mutant IVS2-654 intron; response scale: normalised to 500 nM splice-correcting PNA; Potency, µM (series often up to 46.1 µM), for the others: at the highest dose activation, actives largely listed as activators; note: potency is the fitted concentration of half-maximal effect; 0% is about no effect
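HeLa cells stably expressing EGFP interrupted by mutant beta-globin intron 2 (IVS2-654), 500/well in 2% FCS. Treated with compound for 2 days at 37C. Splicing correction scored as total well GFP intensity (488 nm excitation, 500-520 nm emission); 500 nM antisense PNA served as control.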
ERK AVP block = qHTS Assay for Inhibitors of the ERK Signaling Pathway using a Homogeneous Screening Assay; HEK293-V1b, vasopressin-stimulated pERK AlphaScreen; Potency, µM (highest dose often 57.5 µM), without a hit: at the highest dose activity, negative = inhibition, usual class: inhibitors; hit rate 0.99% among 72,000; AID 995, 2007; note: potency is the fitted concentration of half-maximal effect; % is set by controls: 0 for no effect and ±100 for the full control effect; nearly all actives have a fitted effect of over 55% in size
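Overnight-seeded V1b-HEK293 cells in 1% FBS got compound, then vasopressin (25 nM final, 5 min, 37C), then lysis buffer. AlphaScreen detection of phospho-ERK; activity normalized to basal and full-stimulation controls.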
Texas Red fluor = qHTS Assay for Spectroscopic Profiling in Texas Red Spectral Region. Compound fluorescence, Texas Red channel, 547/618 nm; stronger effect = higher value. max dye-equivalent concentration, M. hit rate 0.06% among 59,000. AID 587, 2007; in the data active = max dye-equivalent concentration above about 10 nM; inconclusive = between about 1.1 nM and that limit
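Compound titrations in 100 mM Tris pH 8.0 were incubated 15 min at room temperature and read at 547 nm excitation / 618 nm emission. Texas Red six-point standard curve on each plate converted fluorescence to dye-equivalent concentration.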
Active calls of the source: *; i = inactive; ? = inconclusive; . = not tested or not shown; [ ] = another dose, or the depositor's remark. Unless noted, calls come from the whole dose curve; as a rule, active = well fitted curve in the direction sought with a large enough effect; inconclusive = small, poorly fitted or top-dose-only effect, or another doubt; inactive = no such curve, though single readings can be large; an effect the other way counts as inactive or inconclusive.

SMILES	Hsp90 Hop PPI	DNA Pol III inh	Luciferase inh	HADH2 inhib	Rhodamine fluor	CRE Fsk mod	15-hLO inh	Tau filament bind	HBB splice mod	ERK AVP block	Texas Red fluor
COCC(=O)N1CCC2(CC1)CCN(C(=O)Nc1cccc(F)c1)CC2	-7.9%	-8.9%	2.4%[11.4 µM]	-2.9%	i	-7.5%	6.2%	13.3%	0.4%	-1.0%	i
O=C1c2cccnc2C(O)N1Cc1ccco1 (stereo not given)	-2.7%	0.8%	-0.3%	-11.5%	i	-1.9%	8.0%	-5.0%	2.1%	-9.1%	i
O=C(NCc1ccccc1)c1cc(S(=O)(=O)N2CCC3(CC2)OCCO3)ccc1F	0.8%	2.2%	-1.7%	13.4%	i	-12.6%	-0.1%	-2.6%	-0.4%[1.84 µM]	-5.9%	?
CCN(CC)CCN1C(=O)C(=O)/C(=C(/O)c2c(C)[nH]c(C(=O)OC)c2C)C1c1ccccc1OC (stereo not given)	-1.5%	-3.0%	-0.1%	-9.6%	i	1.2%	-5.1%	-2.3%	0.3%[57.5 µM]	10.8%	i
CSc1nnc2c3c4c(sc3c(=O)n(-c3ccccc3)n12)CC(C)(C)OC4	-5.5%	-11.7%	4.3%	2.1%	i	?	9.3%	3.0%	0.4%[57.5 µM]	-21.6%	i
O=C(CC1CC2CCC1C2)NCc1cccs1 (stereo not given)	-0.2%	-2.9%	-2.8%	-9.5%	i	-4.5%	3.7%	-8.3%	0.5%	-6.0%	?
CCOC(=O)c1c(C)[nH]c(C(=O)O)c1C	1.4%	-4.9%	3.9%	-15.4%	i	-3.2%	-3.6%	-7.7%	-0.1%[57.5 µM]	-18.5%	i
CCCCCC1CC(CC(C)C(=O)Nc2nncs2)C(=O)O1 (stereo not given)	-1.0%	1.6%	1.6%	-2.6%	i	0.3%	0.7%	4.0%	.	10.0%	i
CCCNC(=O)c1n[nH]c(=O)c2ccccc12	-0.6%	-1.0%	-0.1%	-7.4%	i	2.0%	-0.9%	-9.0%	-0.1%	-9.7%	i
COC(=O)c1[nH]c2ccc(Cl)cc2c1NC(=O)CN1CCc2cc(OC)c(OC)cc2C1	-5.3%	-0.8%	0.5%	-3.6%	i	12.5%	-16.9%	85.4%	3.8%[1.84 µM]	-0.6%	i
COC(=O)Nc1nnc(-c2ccncc2)s1	-3.1%	3.3%	0.3%	15.8µM*	i	-3.4%	-19.0%	-1.5%	3.3%	-20.1%	i
O=C(Nc1cccc(-c2nc3cccnc3s2)c1)c1ccco1	-3.4%	-5.2%	20µM*	-2.9%	i	13.8%	-3.4%	13.3%	-2.0%	16.4%	i
N#CC1=C(N)C(C#N)(C#N)[C@H](c2ccsc2)[C@H]2COCC=C12	-1.2%	3.2%	5.4%	26.5%	i	-14.7%	?	331.8%	-1.9%[57.5 µM]	23.4%	i
COc1ccc(-c2nc3cccc(C)n3c2NCc2ccco2)cc1OC	-6.2%	-1.3%	-2.5%	25.1µM*	i	9.5%	?	-19.1%	.	-13.7%	i
CCOC(=O)CSc1nnc(CNC(=O)c2ccc(S(=O)(=O)N3CCCC3)cc2)n1C	-2.7%	1.2%	2.9%	0.7%	i	-21.3%	8.5%	-1.3%	-2.2%	-2.0%	?
COc1cc(C(=O)Nc2ccc3c(c2)OCCO3)c(-n2cnnn2)cc1OC	-2.5%	-0.4%	2.7%	7.1%	i	1.1%	-17.3%	1.3%	2.2%	-13.9%	i
CCn1nnnc1SCC(=O)Nc1nnc(C(C)C)s1	-4.9%	-2.4%	-0.9%	4.2%	i	10.9%	14.3%	-14.6%	-3.3%	-9.3%	i
Cn1c(CCNC(=O)c2cccs2)nnc1SCC(=O)Nc1nc(-c2ccccc2)cs1	-2.7%	-4.2%	-8.5%	1.9%	i	3.0%	-7.3%	125.5%	1.2%	-26.0%	?
CS(=O)(=O)N1CCCC(C(=O)NCc2ccc(F)cc2)C1 (stereo not given)	-2.8%	4.8%	0.5%	-0.2%	i	-15.2%	0.0%	7.6%	0.5%	4.6%	i
Cc1ccc2oc(=O)c3cc(C(=O)N4CCN(c5ncccn5)CC4)sc3c2c1	-5.0%[2.3 µM]	0.7%	4.7%	-10.3%	.	?	-1.4%	32.7%	0.5%	-8.2%	.
CC(=O)N1CCC2(CCCN(Cc3ccccc3)C2)CC1	-6.3%	-0.8%	-1.1%[11.4 µM]	-9.1%	i	-2.6%	4.9%	3.7%	-0.5%	6.2%	i
c1ccc2c(c1)-c1nc3ccccc3cc1[C@H]2N1CCOCC1	-0.3%[11 µM]	0.8%[11.4 µM]	-0.4%[11.4 µM]	8.6%[11.4 µM]	i	4.4%[7.6 µM]	1.2%[11.4 µM]	0.1%[11.4 µM]	3.1%[9.22 µM]	-6.7%[11.5 µM]	i
CCn1c(=O)cc(OCC(=O)Nc2ccc3c(c2)OCCO3)c2ccccc21	1.4%	-3.8%	-5.0%	-1.4%	i	?	20.3%	34.0%	-0.8%	1.2%	i
COCCn1c(=O)c(CCc2ccccc2)nc2cnc(Nc3cccc(OC)c3)nc21	-5.3%	1.2%	1.9%[11.4 µM]	-1.4%	i	?	-3.6%	120.5%	?	-9.4%	i
O=C(O)c1ccc(OCC(O)Cn2cnc3ccccc32)cc1 (stereo not given)	-3.7%	-2.9%	-0.5%	-1.1%	i	-8.0%	-4.3%	-0.7%	1.0%	-1.4%	i
Cc1cc(N(C)C)c(C#N)c(N2CCCCC2)n1	5.3%	-3.9%	-0.5%	2.5%	i	?	1.5%	16.7%	16.5%[0.369 µM]	2.8%	i
Nc1ccc(C23CC4CC(CC(O)(C4)C2)C3)cc1	-4.3%	11.7%	-22.3%	14.3%	i	-6.8%	-0.3%	-9.0%	-2.2%	-4.7%	?
O=C(CCn1nc(-c2ccccc2)ccc1=O)N1CCOCC1	-1.3%	0.2%	0.9%	0.0%	i	0.3%	-10.9%	-6.8%	-0.6%[0.369 µM]	-5.6%	?
CCNc1cc(O)ccc1C	-8.8%	2.5%	.	4.6%	.	-16.1%	-6.3%	-8.6%	0.0%	6.5%	.
O=C(c1ccc(Cl)cc1Cl)N1CCC(c2nc3c(nnn3Cc3ccco3)c(=O)[nH]2)CC1	-11.4%	-6.1%	-2.7%	-13.3%	i	?	?	117.4%	-2.5%	3.4%	i
CCn1c(CC(=O)Nc2ccccc2)nnc1SCC(=O)Nc1ccccc1C(=O)OC	-0.3%	-1.5%	-1.4%	2.3%	i	-1.2%	-3.5%	8.9%	-1.0%	-13.7%	i
Cc1cc(N2CCCCCC2)nc(-c2ccccc2O)n1	?	3.4%	0.8%	?	i	15.4%	7.8%	0.9%	7.1%[0.369 µM]	117.3%[activator]	i
CCOC(=O)N1CCN(C(=O)CCCn2c(=O)[nH]c3ccccc3c2=O)CC1	-5.4%	-2.7%	-2.5%	-8.2%	i	7.2%	-1.0%	-7.8%	-1.4%	4.0%	i
COc1cc(NC(=O)c2cc(-c3ccco3)on2)c(OC)cc1Cl	0.8%	-5.1%	0.6%	-9.2%	i	3.6%	0.4%	-17.5%	-2.1%	9.8%	i
COc1ccccc1N1CCN(C(=O)CCc2ccc(S(=O)(=O)NCC(C)C)cc2)CC1	-5.3%	-0.8%	0.6%	-1.3%	i	-14.6%	-13.2%	14.6%	-1.1%	25.1µM*	i
Cc1ccccc1NC(=O)c1c(O)c2cccc3c2n(c1=O)CC3	-0.3%	-1.9%	2.5%	-11.8%	i	-6.7%	7.0%	11.7%	0.0%[57.5 µM]	-16.1%	i

The list is partial; rates above refer to the full screens.
